Nrf2 inh: blocks Nrf2 signaling | Potency, µM (top dose mostly 46 µM), without a hit: at the highest dose activity change, negative = inhibition, usual class: inhibitors | AID 504444 | A549 ARE-Fluc reporter, luciferase luminescence, 18-24 h | actives 2.1% (n = 360,000); also: % is scaled to controls: 0 for no effect and ±100 for the full control effect; nearly all actives have a fitted effect of over 60% in size
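Two sequential reads on A549 ARE_Fluc cells exposed to compound for 18-24 h: a CellTiter-Fluor fluorescence read for viability, then a luciferase luminescence read for Nrf2/ARE activity.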
A549 viability: counter-screen for Nrf2 inhibitors: cytotoxicity in A549 cells; A549 ARE-Fluc cells, CellTiter-Fluor viability, 18-24 h; Potency, µM (highest dose often 46 µM), for the others: at the top dose activity change, negative = cytotoxicity, usual class: inhibitors; actives 0.16% (n = 390,000); also: % is scaled to controls: 0 for no effect and ±100 for the full control effect
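A549 ARE-Fluc cells in 5% FBS OPTI-MEM, 5000 cells/well, rested 2 h then exposed to compounds in concentration-response for 18-24 h at 37 °C. Viability by CellTiter-Fluor fluorescence (Ex 405/Em 525) after 30 min; luciferase luminescence (BugLite, 15 min, RT) read afterwards.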
HepG2 tox: HepG2 cytotoxicity, counter-screen for TGF-b inhibitors; HepG2 CAGA-GFP viability, ATP luminescence, 18 h; Potency, µM (top dose mostly 46.1 µM), for inactives: top-dose activity change, negative = cytotoxicity, usual class: cytotoxic; actives 0.76% (n = 410,000); AID 588856; also: some results filed as inactive show a strong effect at the top dose
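CellTiter-Glo luminescence gave cytotoxicity after 18 hours at 37 degrees C. The cells were HepG2 CAGA-GFP in 1% FBS DMEM, stimulated with 500 pg/mL TGF-beta after compound addition. %Activity was normalised to no-cell wells (complete cell-killing) and DMSO (no toxicity), and curves were fitted and classified.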
ATXN2 expr inh: reduces ATXN2 reporter expression in HEK-293 cells. HEK-293 ATXN2-luciferase reporter, luminescence, 24 h. Potency, µM (titrated, usually from 57 µM), for inactives: at the highest dose activity change, negative = inhibition, hits mostly inhibitors. actives 0.72% (n = 360,000); also: % is scaled to controls: 0 for no effect and ±100 for the full control effect; nearly all actives have a fitted effect of over 55% in size
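ATXN2-luciferase reporter cells (luciferase flanked by upstream and downstream ATXN2 gene portions) were treated 24 h at 37 °C with compounds at up to 57 uM. SteadyGlo luminescence gave expression; GF-AFC fluorescence gave viability.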
EPAC2 antagonist: antagonists of human EPAC2. EPAC2 GEF exchange of Rap1B-BODIPY-GDP, fluorescence. Q8WZA2. actives 0.18% (n = 360,000). Potency, µM (titrated, usually from 114 µM), for the others: top-dose activity, negative = inhibition, hits mostly inhibitors; also: % is scaled to controls: 0 for no effect and ±100 for the full control effect; nearly all actives have a fitted effect of over 45% in size; many of its hits are not listed in these tables
Target sequence (Q8WZA2 whole entry, looked up): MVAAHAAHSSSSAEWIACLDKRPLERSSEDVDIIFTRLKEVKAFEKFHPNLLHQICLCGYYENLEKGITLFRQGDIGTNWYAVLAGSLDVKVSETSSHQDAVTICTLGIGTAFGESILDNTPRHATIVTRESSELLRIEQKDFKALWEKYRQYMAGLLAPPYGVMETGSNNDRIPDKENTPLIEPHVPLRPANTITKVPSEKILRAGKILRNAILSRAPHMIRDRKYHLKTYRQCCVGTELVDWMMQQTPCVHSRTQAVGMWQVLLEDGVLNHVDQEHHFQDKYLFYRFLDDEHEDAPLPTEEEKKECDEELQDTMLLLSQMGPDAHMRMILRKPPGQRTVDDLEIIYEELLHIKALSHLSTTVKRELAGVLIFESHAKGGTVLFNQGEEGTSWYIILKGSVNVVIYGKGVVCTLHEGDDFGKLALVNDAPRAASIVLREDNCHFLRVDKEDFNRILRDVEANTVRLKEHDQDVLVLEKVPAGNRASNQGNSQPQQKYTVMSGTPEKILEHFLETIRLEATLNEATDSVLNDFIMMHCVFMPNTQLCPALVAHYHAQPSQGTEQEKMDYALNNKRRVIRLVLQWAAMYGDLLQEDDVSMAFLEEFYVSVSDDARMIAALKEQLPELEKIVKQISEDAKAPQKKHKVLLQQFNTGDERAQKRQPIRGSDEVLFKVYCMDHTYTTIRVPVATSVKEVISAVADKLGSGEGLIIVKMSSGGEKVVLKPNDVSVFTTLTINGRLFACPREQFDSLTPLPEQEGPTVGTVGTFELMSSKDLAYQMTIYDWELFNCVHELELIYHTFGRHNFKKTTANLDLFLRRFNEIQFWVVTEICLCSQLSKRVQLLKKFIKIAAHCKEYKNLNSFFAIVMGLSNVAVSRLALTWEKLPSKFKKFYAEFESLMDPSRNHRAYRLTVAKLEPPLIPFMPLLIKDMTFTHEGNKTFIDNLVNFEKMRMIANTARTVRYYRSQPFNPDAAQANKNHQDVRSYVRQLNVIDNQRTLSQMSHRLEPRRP
MCF10A rerep: induces DNA re-replication in MCF 10a normal breast cells | MCF 10A DNA re-replication, Hoechst nuclear intensity, 48 h | Potency, µM (titrated, usually from 46.1 µM), without a hit: at the top dose activity, positive = re-replication, usual class: activators | actives 2.9% (n = 350,000); also: % of control where 0% means no effect; nearly all actives have a fitted effect of over 50% in size
Nrf2 activator: Nrf2 pathway activation; AREc32 ARE-luciferase reporter (MCF7-derived line), luminescence, 24 h; Potency, µM (titrated, usually from 46.1 µM), inactives show at the top dose activation, hits mostly activators; actives 0.31% (n = 410,000); AID 624171; also: % of control where 0% means no effect; nearly all actives have a fitted effect of over 65% in size
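Nrf2 activation is followed as ARE-luciferase induction in the AREc32 line after one day of compound treatment; luminescence is read with Steady-Glo.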
ATXN viability: viability counter-screen for ATXN expression inhibitors | S2 cells (HEK-293 line with an ATXN2-luciferase reporter) viability, CellTiter-Fluor protease fluorescence, 24 h | Potency, µM (top dose mostly 56.7 µM), usual class: cytotoxic | actives 0.49% (n = 400,000); also: nearly all actives have a fitted effect of over 40% in size
TGFb SMAD3 inh: TGF-b pathway inhibition; Potency, µM (titrated, usually from 46.1 µM), for the others: at the top dose activity, negative = inhibition, actives largely listed as inhibitors; HepG2 CAGA-GFP TGF-b/SMAD3 reporter, GFP fluorescence, 18 h; TGF-beta stimulated, 500 pg/mL final; actives 1.2% (n = 410,000); also: % is scaled to controls: 0 for no effect and ±100 for the full control effect; nearly all actives have a fitted effect of over 65% in size
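HEPG2 CAGA-GFP, 1000 cells/well; 2 h settle, 37 C; cpd via pin tool; TGF-b 500 pg/mL final; 18 h, 37 C; GFP imaging ex488/em500-530; %Activity normalised to -TGF-b and +DMSO controls; CRC fit, curve class.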
* = called active by the depositor; i = inactive; ? = inconclusive; · = not tested or not shown; [ ] = remark or other dose. Calls follow the shape of the dose curve; as a rule, active = well fitted curve in the direction sought with a large enough effect; inconclusive = small, poorly fitted or top-dose-only effect, or another doubt; inactive = no such curve, though single readings can be large; an effect the other way counts as inactive or inconclusive. Potency is read from the fitted curve at half-maximal effect.

SMILES	Nrf2 inh	A549 viability	HepG2 tox	ATXN2 expr inh	EPAC2 antagonist	MCF10A rerep	Nrf2 activator	ATXN viability	TGFb SMAD3 inh
O=C(O)C1Cc2ccccc2CN1S(=O)(=O)/C=C/c1ccccc1 (configuration not stated)	6%	-1%	12%	6%	16%	-1%	-0.1%	i	12%
COc1ccccc1-c1cc2nc(C)c(CCC(=O)NC(C)CCc3ccco3)c(C)n2n1 (configuration not stated)	-11%	0%	-6%	-23%	-11%	1%	4.9%	i	?
C/C(CC(=O)Nc1ccc(N(C)C)cc1)=N\NC(=O)c1ccncc1	1%	-3%	-13%	-28%	6%	6%	2.3%	?	?
CCOC(=O)C1CCN(C(=O)COc2ccc([N+](=O)[O-])cc2)CC1	7%	-3%	-10%	-19%	-14%	-10%	1.8%[9.22 µM]	i	0%
CC(=O)Nc1nnc(CSCc2ccccc2F)s1	?	0%	7.9µM*	37%[activator]	-20%	18%	1.9%	i	1%
CCN(CC)C(=S)SC1=CCS(=O)(=O)C1	-19%	-2%	2%	-3%	11%	3%	4.1%	i	-22%
c1ccc2[nH]c(CSc3nc4ccccc4o3)nc2c1	0%	0%	-23%	2%	-3%	2%	5.4%	i	-24%
COc1ccccc1N1CC(C(=O)OCC(=O)Nc2cc(C)on2)CC1=O (configuration not stated)	5%	17%	11%	10%	7%	-21%	0.0%	i	3%
NC(=O)c1nsc(C(=O)N(c2cccc(F)c2)C(C(=O)NCC2CCCO2)c2ccc3ncccc3c2)c1N (configuration not stated)	-20%	1%	4%	2%	5%	3%	0.7%	i	7%
Cc1noc(C)c1S(=O)(=O)N(C)C[C@H]1Oc2c(NC(=O)Nc3ccccc3)cccc2C(=O)N([C@H](C)CO)C[C@@H]1C	8%	-4%	11%	-1%	-7%	13%	2.4%	i	11%
O=C(Nc1ccc(S(=O)(=O)NC2=NCCCCC2)cc1)c1ccc(Cl)c([N+](=O)[O-])c1	9%	-11%	-15%	-14%	-14%	21µM*	?	i	-27%
O=C(N/N=C/C(Br)=C\c1ccccc1)c1n[nH]c2c1CCC2	?	-9%[1.84 µM]	-44%	?	-1%	?	14µM*	?	?
COc1ccc(CN(CC(=O)NCc2ccc(F)cc2)C(=O)CCC(=O)Nc2cc(C)ccn2)cc1	-2%	11%	-10%	-14%	6%	-8%	-0.2%	i	-10%
CCCCn1ccnc1C(=O)c1cc(S(=O)(=O)N2CCOCC2)ccc1C	·	-6%	-30%	-17%	10%	2%	-0.8%	i	0%
CCOC(=O)c1ccc(NC(=S)NCCc2ccc(OC)c(OC)c2)cc1	-26%	3%	-37%	-15%	-14%	-13%	2.7%	i	-43%
O=C1[C@H]2[C@@H](c3ccc(C(F)(F)F)cc3)N[C@]3(CCCN(CC4CCCCC4)C3=O)[C@H]2C(=O)N1Cc1ccccc1	·	·	-13%	0%	-7%	·	-0.9%	?	?
Cc1ccccc1/C=N/n1c(C2CCCCC2)n[nH]c1=S	-15%	1%	-32%	-1%	-8%	?	-0.6%	i	-29%
CCOC(=O)CSc1nc2cc3c(cc2c(=O)n1CCCC(=O)NCc1ccc2c(c1)OCO2)OCO3	·	1%	-7%	·	·	·	0.6%	·	0%
COc1cccc(OC)c1NC(=O)Cc1nn(C)c(=O)c2ccccc12	?	-9%	-23%	-2%	-3%	5%	0.4%	i	-19%
Cc1c(CNCc2cccs2)c(C(=O)O)c(C)n1Cc1ccccc1	-12%	2%	1%	-3%	8%	2%	-0.5%	i	0%

Single records (already shown):
Cc1c(CNCc2cccs2)c(C(=O)O)c(C)n1Cc1ccccc1 is listed as Nrf2 inh = -12%; A549 viability = 2%; HepG2 tox = 1%; ATXN2 expr inh = -3%; EPAC2 antagonist = 8%; MCF10A rerep = 2%; Nrf2 activator = -0.5%; ATXN viability = i; TGFb SMAD3 inh = 0%
CCCCn1ccnc1C(=O)c1cc(S(=O)(=O)N2CCOCC2)ccc1C is listed as Nrf2 inh = ·; A549 viability = -6%; HepG2 tox = -30%; ATXN2 expr inh = -17%; EPAC2 antagonist = 10%; MCF10A rerep = 2%; Nrf2 activator = -0.8%; ATXN viability = i; TGFb SMAD3 inh = 0%
O=C(N/N=C/C(Br)=C\c1ccccc1)c1n[nH]c2c1CCC2 is listed as Nrf2 inh = ?; A549 viability = -9%[1.84 µM]; HepG2 tox = -44%; ATXN2 expr inh = ?; EPAC2 antagonist = -1%; MCF10A rerep = ?; Nrf2 activator = 14µM*; ATXN viability = ?; TGFb SMAD3 inh = ?

Fetched by structure from the entries so far:
SMILES	Nrf2 inh	A549 viability	HepG2 tox	ATXN2 expr inh	EPAC2 antagonist	MCF10A rerep	Nrf2 activator	ATXN viability	TGFb SMAD3 inh
CCN(CC)C(=S)SC1=CCS(=O)(=O)C1	-19%	-2%	2%	-3%	11%	3%	4.1%	i	-22%
O=C(Nc1ccc(S(=O)(=O)NC2=NCCCCC2)cc1)c1ccc(Cl)c([N+](=O)[O-])c1	9%	-11%	-15%	-14%	-14%	21µM*	?	i	-27%
CCOC(=O)CSc1nc2cc3c(cc2c(=O)n1CCCC(=O)NCc1ccc2c(c1)OCO2)OCO3	·	1%	-7%	·	·	·	0.6%	·	0%

Further compounds.
SMILES	Nrf2 inh	A549 viability	HepG2 tox	ATXN2 expr inh	EPAC2 antagonist	MCF10A rerep	Nrf2 activator	ATXN viability	TGFb SMAD3 inh
COc1cccc(CNC(=O)c2ccc(NC3=NC4CS(=O)(=O)CC4S3)cc2)c1 (configuration not stated)	10%	7%	3%	4%	-1%	0%	-0.2%	i	3%
O=C(CNC(=O)N1CC(=O)Nc2ccccc21)Nc1ccc(Br)cc1F	·	·	-12%	·	18%	·	3.2%	i	1%
Nc1ccccc1NC(=O)CCn1c(=S)[nH]c2ccccc2c1=O	-18%	3%	-23%	-20%	1%	16%	3.7%	i	-5%
O=C(CN(Cc1ccccc1Cl)C(=O)c1csnn1)NCCc1ccccc1	0%	0%	8%	3%	-8%	16%	2.9%	i	5%
NC(=O)c1ccc[n+](CC(=O)OCCC23CC4CC(CC(C4)C2)C3)c1	-1%	12%	2%	-6%	3%	-11%	0.7%	i	-15%
COc1ccccc1-c1nn2c(-c3ccco3)nnc2s1	?	-16%	1%	10%	6%	19%	9.1%	i	0%
CCC1(CC)C(=O)NN(c2ccccc2)C1=O	15%	-11%	-1%	2%	4%	-3%	0.1%	i	?
COCCOC(=O)C1=C(C)NC(=O)NC1c1ccc(-c2cc(Cl)ccc2Cl)o1 (configuration not stated)	-15%	-19%	-19%	-34%	-5%	?	7.3%	i	-2%
O=C1CNC(=O)c2c(nc3n2CCC3)N1	8%	-11%	9%	4%	0%	-10%	-0.8%	i	2%
Cc1cc(C(=O)NNC(=O)Nc2cccc(C(F)(F)F)c2)no1	23%	2%	-42%	-12%	13%	1%	-1.1%	i	-18%
O=C(Nc1cccnc1)c1ccc(Cl)cc1[N+](=O)[O-]	6%	3%	-20%	-11%	-10%	20%	0.4%	i	-2%
COc1nccnc1NS(=O)(=O)c1ccc(NC(=S)NC(=O)c2ccccc2F)cc1	4%	0%	-28%	-18%	7%	-4%	5.6%	i	-18%
COC(=O)c1cc2sccc2n1CC(=O)N1CCCc2ccccc21	7%	0%[1.84 µM]	-13%	2%	-8%	-4%	-0.2%	?	?
CC(=O)OC1CCC2C3CCC4=C(CC(F)C(=O)C4)C3CCC12C (configuration not stated)	-24%	-9%	-47%	?	-3%	?	0.3%	?	?
C#CCOCCOCCOCCNc1nc(N2CCN(C(=O)CCCCCCCCCCNC(=O)[C@H]([C@@H](C)CC)n3cc(CCCCN=C(N)N)nn3)CC2)nc(N2CCN(C(=O)CCCCCCCCCCNC(=O)[C@H](CO)n3cc(CCCSC)nn3)CC2)n1	?	?	-86%	?	50µM*	10%	-3.9%	·	?
C=CCn1c(SCC#N)nc2sc(CC)cc2c1=O	-15%	0%	0%	-11%	-9%	-1%	0.2%	i	7%
C[C@]12c3[nH]c4ccc(Cl)cc4c3CCN1C(=O)[C@@H](CC(=O)NCCN1CCOCC1)C[C@@H]2C(=O)N1CCOCC1	4%	1%	-2%	9%	6%	?	0.1%	i	3%
Cc1ccc(-n2[nH]c(=O)c(-c3ccccn3)c2C)cc1	?	-3%	-18%	1.8µM*	1%	6%	-1.2%	i	3%
Cc1ccc2nc(SCC(=O)Nc3ccc4[nH]c(=O)[nH]c4c3)[nH]c2c1	3%	-1%	5%	-15%	17%	0%	-0.6%	?	-15%
Cc1csc(SCc2nnc(-c3ccc(Cl)cc3)o2)n1	?	-2%	6%	45%[activator]	1%	-11%	3.0%	i	0%
O=C(NCCc1cccc(F)c1)C1CC(O)CN1C(=O)Nc1ccccc1 (configuration not stated)	·	·	-1%	·	-5%	·	0.2%	?	-6%
O=C(NC(c1ccccc1)c1ccccc1)C1CCCC1	-12%	3%	-8%	5%	8%	-4%	0.6%	i	-10%
Cc1onc(-c2ccccc2Cl)c1C(=O)N1CCC(C(N)=O)CC1	-3%	5%	-1%	5%	8%	4%	-0.2%	i	-8%
O=C(COC(=O)c1cc(S(=O)(=O)N2CCOCC2)ccc1F)Nc1ccccc1C(F)(F)F	·	·	3%	·	-6%	·	0.7%	i	5%
CCCCCCCCNCCS(=O)(=O)NCCCCCCCC	-1%	13%	-35%	0%	-20%	-14%	-0.3%	?	9%
Cc1cccc(S(=O)(=O)NC(=O)C2(C)CCN2C(=O)Cc2ccc(-c3ccccc3)cc2)c1 (configuration not stated)	·	·	0%	-12%	-29%	·	-1.5%[9.22 µM]	i	-2%
O=C1CCN(C(=S)NCCc2ccccc2)CC1	0%	-3%	-24%	5%	-1%	1%	-0.8%	i	-18%
O=c1c2c3nc4ccccc4nc3n(CCN3CCOCC3)c2ncn1CCN1CCOCC1	-3%	-2%	13%	-5%	6%	0%	0.2%	i	16%

Only part of the results is shown (hit frequency here may not be typical).
